CHT inh: inhibitors of human choline transporter CHT. AID 488975. 310,000 tested, 0.86% active. CHT-expressing cells, membrane potential dye, choline response; hits give low values. Q9GZV3. B-score at 10 µM;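 active = B-score over 3 SD under the library average, and starting fluorescence ratio not unusually high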;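 also: choline stimulus applied at its EC90 after an EC20 pre-addition; B-score computed on integrated fluorescence ratio after choline addition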
Target sequence (Q9GZV3 whole entry, looked up): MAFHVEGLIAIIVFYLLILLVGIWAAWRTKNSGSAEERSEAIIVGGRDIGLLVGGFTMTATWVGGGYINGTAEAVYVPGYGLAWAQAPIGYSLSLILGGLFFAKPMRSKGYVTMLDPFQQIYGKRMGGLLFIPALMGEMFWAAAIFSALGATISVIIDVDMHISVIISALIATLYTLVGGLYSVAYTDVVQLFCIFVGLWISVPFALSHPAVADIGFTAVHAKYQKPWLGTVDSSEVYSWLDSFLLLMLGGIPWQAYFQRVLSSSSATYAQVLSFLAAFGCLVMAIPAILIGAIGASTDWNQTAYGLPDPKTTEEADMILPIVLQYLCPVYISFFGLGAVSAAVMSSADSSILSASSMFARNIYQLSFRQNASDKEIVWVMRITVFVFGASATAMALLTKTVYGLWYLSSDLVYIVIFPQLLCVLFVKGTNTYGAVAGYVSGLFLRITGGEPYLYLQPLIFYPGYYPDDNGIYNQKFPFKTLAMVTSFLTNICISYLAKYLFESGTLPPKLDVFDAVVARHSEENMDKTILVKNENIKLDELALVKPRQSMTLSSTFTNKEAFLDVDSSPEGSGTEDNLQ
KCNQ2 inh: KCNQ2 potassium channel inhibitors, primary screen, cell-based, CHO-K1, FluxOR thallium flux, B-score (AID 2156); O88943; 20 min; hits give low values; B-score at 10 µM; 310,000 tested, 1.1% active;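 active = fluorescence ratio B-score at most minus 3 library SDs, with starting brightness B-score within 2 library SDs, cut at about -5.5 in these data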
An asterisk follows results filed as active; i = inactive; x = not tested or not shown.

SMILES | CHT inh | KCNQ2 inh
Cc1cc(N/C=C(\C#N)S(=O)(=O)c2ccc(Cl)cc2)nc(C)n1 | i | i
O=c1[nH]c(CSc2cccc[n+]2[O-])nc2ccccc12 | i | i
OC1CCNC(=S)N1c1ccccc1 (configuration not stated) | i | i
O=C(Nc1ccccc1N1CCCCC1)C1CCN(S(=O)(=O)c2ccccc2C(F)(F)F)CC1 | i | i
Cc1cc(NC(=O)CCN2CCC(C(N)=O)CC2)ccc1Br | i | i
Cc1cccc(OCC(=O)NCC(=O)N/N=C/c2ccccc2)c1 | i | i
CN1C(=O)CS(=O)c2ccc(C(=O)NC3CC3)cc21 (configuration not stated) | i | i
C/C(=N\NC(=O)CSc1nc2nc(C)cc(C)n2n1)c1ccccc1 | i | i
COc1ccc2[nH]c(=O)c(CN(C(=O)c3cccnc3)c3cccc(C)c3)cc2c1 | i | i
CN(C)c1ccc(C(=O)c2ccccc2C(=O)O)c(O)c1 | i | i
COC(=O)c1sc(S(=O)(=O)N2CCC(C(=O)O)CC2)c(C(=O)OC)c1C | i | i
CCN1CCN(CCNC(=O)c2ccc(/C=C3/Sc4ccccc4N(Cc4ccccc4C)C3=O)cc2)CC1 | x | -13.2*
O=C(O)C(Oc1ccc2c3c(c(=O)oc2c1)CCC3)c1ccccc1 (configuration not stated) | i | i
Oc1c(Br)cc(Br)cc1CNc1cccc2cccnc12 | i | i
COc1c(C(O)CC(C)C)ccc2c1C(=O)OCc1cc(C)cc(O)c1O2 (configuration not stated) | i | i
Cc1cc(C)c(S(=O)(=O)N2CCN=C2c2ccccc2)cc1C | i | i
CC(=O)c1cccc(NC(=O)NC2CC3CCCC(C2)N3CC(C)C)c1 (configuration not stated) | i | i
CCOC(=O)C(=NC1CCS(=O)(=O)C1)NNc1ccc(Br)cc1 (configuration not stated) | i | i
S=c1[nH]nc(-c2ccncc2)n1/N=C/c1cn(-c2ccccc2)nc1-c1ccccc1 | i | i
C=CCNc1nc(C(=O)OCC(=O)Nc2cc(S(C)(=O)=O)ccc2Cl)cs1 | i | i
CCN1C(=O)[C@H]2[C@@H](c3ccc(C)cc3)N3C(=O)N(c4ccccc4)C(=O)[C@@]3(CC)[C@H]2C1=O | i | i
Cc1c(/C(O)=C2\C(=O)C(=O)N(CCN(C)C)C2c2cccnc2)cnn1-c1ccccc1 (configuration not stated) | i | x
O=C1c2ccccc2C(=O)C1Cc1cccc2ccccc12 | i | i
Cc1cc(NC(=O)CSCC(=O)Nc2cccc(S(=O)(=O)N3CCCCCC3)c2)no1 | i | i
COc1cccc(-c2nn(-c3ccccc3)cc2C(=O)O)c1 | i | i
CC(NC(=O)c1cc(Br)cs1)C1CCCO1 (configuration not stated) | i | i
CCCC(=O)Nc1c(-c2ccccc2OC)c(=O)c2ccccc2n1C | i | i
N/C(Cc1ccc([N+](=O)[O-])cc1)=N\OC(=O)c1cccc(Br)c1 | i | i
CCC1NC(=S)NC(C)=C1C(=O)c1ccccc1 (configuration not stated) | i | i
COc1ccc(OC)c(NC(=O)COc2ccc(S(=O)(=O)NC(C)C)cc2)c1 | i | i
Cc1cc(/C=C2/SC(=O)N(CC(=O)N3CCOCC3)C2=O)c(C)n1-c1ccccc1F | i | i
COc1ccc(S(=O)(=O)NC(C)C(=O)Nc2ccccc2C(F)(F)F)cc1 (configuration not stated) | i | i
CCc1c(C(=O)NC2CCCc3ccccc32)[nH]c(C)c1C(C)=O (configuration not stated) | i | i
COCCNC(=O)C(c1ccc(Cl)cc1)N(CCOC)C(=O)CCC(=O)Nc1nccs1 (configuration not stated) | i | i
CCC(C)C(NC(=O)c1ccccc1NC(=O)c1ccco1)C(=O)NNC(=O)c1ccc(OC)cc1 (configuration not stated) | i | i
O=C(O)c1cc(S(=O)(=O)Nc2ccccc2C(=O)O)ccc1O | i | i
CCN(CC)CCN(C(=O)Cn1nnc(-c2ccc(OC)c(OC)c2)n1)C(C(=O)NC1CCCC1)c1ccc(F)cc1 (configuration not stated) | i | i
COc1cccc(/C=C/C(=O)OCC(=O)c2cc(C)n(CC3CCCO3)c2C)c1OC (configuration not stated) | i | i
O=C(c1ccc(Cl)c([N+](=O)[O-])c1)N(c1ccccn1)c1ccccn1 | i | i
COc1ccc(S(=O)(=O)N2CCCC2C(=O)Nc2nnc(-c3cccnc3)s2)cc1 (configuration not stated) | i | i

Two entries picked at random from the list so far:
SMILES | CHT inh | KCNQ2 inh
CC(NC(=O)c1cc(Br)cs1)C1CCCO1 (configuration not stated) | i | i
CCOC(=O)C(=NC1CCS(=O)(=O)C1)NNc1ccc(Br)cc1 (configuration not stated) | i | i

The list continues.
SMILES | CHT inh | KCNQ2 inh
C/C(=N\Nc1cccc(C(F)(F)F)c1)c1ccc(O)cc1 | i | i
Cn1c(=O)c2ccccc2n(Cc2ccccc2Cl)c1=O | i | i
Cc1nc2ccc([N+](=O)[O-])cc2nc1C | i | i
CCCC(=O)Nc1ccccc1NC(=O)C1CCCCC1 | i | i
C/C(=N\NC(=O)c1cc(-c2ccc(O)cc2)nc2ccccc12)c1cccnc1 | i | i
Cc1c(C(=O)N2CCN(S(C)(=O)=O)CC2)oc2ccccc12 | i | i
O=C(CS(=O)CC(=O)N(CC(=O)NC1CCCC1)C1CCCCC1)Nc1ccc(F)cc1 (configuration not stated) | i | i
COC(=O)c1cc(S(=O)(=O)N2CCN(C3CCCCC3)CC2)c[nH]1 | i | i
OCCN1CCN(CC/C=C2/c3ccccc3CSc3ccccc32)CC1 | i | i
O=C1N(Cc2ccc3c(c2)OCO3)c2ccccc2C1(O)c1c[nH]c2ccccc12 (configuration not stated) | i | i
COc1ccc(C2c3cc(OC)c(OC)cc3CCN2C(=O)c2ccccc2)cc1OC (configuration not stated) | i | i
CCOC(=O)C1CCN(C(c2ccccn2)c2c(C)[nH]c3ccccc23)CC1 (configuration not stated) | i | i
COC(CNC(=O)c1cccc(-n2c(=S)[nH]c3cc(Cl)ccc3c2=O)c1)OC | i | i
CO/N=C(/COc1ccc(F)cc1)c1ccc(OC)cc1 | i | i
Cc1ccc(/C=N/N2CCN(c3ccccn3)CC2)o1 | i | i
CC(C)C(C(=O)NC1CCCCC1)N(CC1CCCO1)C(=O)CNS(=O)(=O)c1ccc(F)cc1 (configuration not stated) | i | i
Cc1ccc(C(=O)NC(=S)Nc2ccc(N3CCOCC3)cc2)cc1C | i | i
C#Cc1ccc([C@@H]2C=C(C(=O)NCc3ccccc3)O[C@H](OCCCCO)C2)cc1 | i | i
COc1ccc(OC)c(CN2CCCC(C(=O)N3CCCCC3)C2)c1 (configuration not stated) | i | i
COc1cccc(/C=N/NC(=O)C[n+]2ccccc2)c1OC | i | i
CCCCN(CC)c1nc(N)c2c(N)nc(OCC)cc2c1C#N | i | i
Cn1c(=O)c2c(ncn2CC(=O)N2CCN(c3ccccc3F)CC2)n(C)c1=O | i | i
COc1ccc(-n2c(SCC(=O)NCC3CCCO3)nc3c([nH]c4ccccc43)c2=O)cc1OC (configuration not stated) | i | i
Cc1cccc(Oc2ccccc2NC(=O)CN2C(=O)NC3(CCCC3)C2=O)c1 | i | i
O=C(Nc1ccc2c(c1)OCO2)c1cccc(S(=O)(=O)N2CCOCC2)c1 | i | i
O=C1N(Cc2cccc(Cl)c2)C[C@@H]2C[C@@H](c3ccccn3)N3CCC[C@@]123 | i | i
COc1ccc(NC(=S)c2ccc3ccccc3n2)cc1 | i | i
Cc1ccc(C)c(N(CC(=O)NCCC2=CCCCC2)S(C)(=O)=O)c1 | i | i
C=CCn1c(COc2ccc(CC)cc2)nnc1SC/C(O)=C(\C#N)c1nc2ccccc2[nH]1 | i | i
Cc1ccccc1NC(=S)NCCC(c1ccccc1)c1ccccc1 | i | i
CCCOc1ccc(/C(O)=C2/C(=O)C(=O)N(CCCn3ccnc3)C2c2cccs2)cc1 (configuration not stated) | i | i
COc1ccc(-c2csc(/C(C#N)=C/Nc3cc4oc5ccccc5c4cc3OC)n2)cc1 | i | i
Cc1cc(NCc2cccnc2)nc(N)n1 | i | i
CSCC[C@H](NC(=O)c1cccs1)c1nnc2ccccn12 | i | i
CC(C)(C)NC(=O)NC(=O)COC(=O)CCC1CCCCC1 | i | i
S=C(Nc1ccccc1)N1CCCCCC1 | i | i
COc1cccc(N2CCN(C3CC(=O)N(c4ccc(C)c(Cl)c4)C3=O)CC2)c1 (configuration not stated) | i | i
COc1ccc(OC)c(NC(=O)COc2ccc(Br)cc2)c1 | i | i
CC(CNC(=O)C1CCCCC1)NC(=O)C1CCCCC1 (configuration not stated) | i | i
CCCSCCCNC(=O)CC1Oc2ccccc2NC1=O (configuration not stated) | i | i
Cc1ccc(-c2noc(CCCOc3ccc(Cl)cc3Cl)n2)cc1 | i | -7.26*
O=C(Nc1ccc(F)cc1F)c1ccc(-n2cccn2)nc1 | i | i
Cc1ccc(C(=O)OCC(=O)N2CCOCC2)c(C)c1 | i | i
COc1cc(S(=O)(=O)N(C)C)ccc1Br | i | i
CC1C/C(=N/O)C(C)CN1 (configuration not stated) | i | i
CCC/C(O)=C1\C(=O)CC(C)(C)CC1=Nc1ccc(OC)cc1 | i | i
CC(NC(=O)NC1CCCCC1)C(c1cccs1)N1CCOCC1 (configuration not stated) | i | i
Cc1nnc(SCc2ccccc2Cl)n(N)c1=O | i | i
O=C(Oc1ccc([N+](=O)[O-])cc1)c1cccnc1 | i | i
NC(=O)c1ccsc1NC(=O)COC(=O)c1ccc(Cl)nc1 | i | i
CCC1CCCCN1S(=O)(=O)c1ccc([N+](=O)[O-])cc1 (configuration not stated) | i | i
COc1cc(C)c(N)cc1C(C)C | i | i
O=C(CC(C(=O)O)P(=O)(c1ccccc1)c1ccccc1)c1ccc(Br)cc1 (configuration not stated) | i | i
O=c1c2ccccc2c(/C=N/c2nnc(Cc3ccccc3)s2)c(O)n1-c1ccc(Cl)cn1 | i | i
CCn1cc(/C=C/C(=O)c2ccc(O)cc2)c(C)n1 | i | i
O=C(CN(Cc1ccccc1)S(=O)(=O)c1ccc2c(c1)OCCO2)Nc1ccc2c(c1)OCCO2 | i | i
N/C(=N\OC(=O)CCc1ccccc1)c1cccc(Br)c1 | i | i
O=C(O)COc1c(-c2ccco2)oc2ccccc2c1=O | i | i
CC(NC(=O)CN(C)Cc1cccc(F)c1)c1ccccc1 (configuration not stated) | i | i
Cc1ccc(CN2CCN(Cc3cnc(C)[nH]3)CC2CCO)cc1 (configuration not stated) | i | i

Continuation.
SMILES | CHT inh | KCNQ2 inh
O=C1CSC(=Nc2ccc(Cl)cc2)N1Cc1ccco1 | i | i
Clc1ccc(CN2CCN(c3ccccc3)CC2)cn1 | i | i
CCOc1cc(NC(=O)c2ccco2)c(OCC)cc1NC(=O)COc1ccccc1 | i | i
COc1ccc(Nc2nc(-c3sc(NC(C)=O)nc3C)cs2)cc1 | -5.09* | i
CC(C)C(OC(=O)c1ccco1)C(=O)NC1CCCCC1 (configuration not stated) | i | i
Cc1nc(N(C)C)c2sc(=S)n(Cc3ccccc3)c2n1 | i | i
COc1ccc(S(=O)(=O)N2CCOC2CNC(=O)C(=O)NCCc2ccccc2OC)cc1 (configuration not stated) | i | i
O=C(/C=C/c1ccccc1)NC(=S)Nc1ccccc1C(=O)NC1CCCCC1 | i | i
O=C(c1ccco1)N(Cc1cccc(Br)c1)C1CCS(=O)(=O)C1 (configuration not stated) | i | i
C/C(=N/NC(=O)CNC(=O)COc1ccccc1)c1ccco1 | i | i
COc1ccc(CCNC(=O)N2c3ccccc3Sc3ccccc32)cc1 | i | i
COC(=O)Cc1cc(=O)[nH]c(/N=C(\N)Nc2cccc(C)c2)n1 | i | i
O=C(/C=C/c1ccco1)N(Cc1ccccc1F)C1CCS(=O)(=O)C1 (configuration not stated) | i | i

Structures above containing a Cl atom:
SMILES | CHT inh | KCNQ2 inh
Cc1cc(N/C=C(\C#N)S(=O)(=O)c2ccc(Cl)cc2)nc(C)n1 | i | i
C=CCNc1nc(C(=O)OCC(=O)Nc2cc(S(C)(=O)=O)ccc2Cl)cs1 | i | i
COCCNC(=O)C(c1ccc(Cl)cc1)N(CCOC)C(=O)CCC(=O)Nc1nccs1 (configuration not stated) | i | i
O=C(c1ccc(Cl)c([N+](=O)[O-])c1)N(c1ccccn1)c1ccccn1 | i | i
Cn1c(=O)c2ccccc2n(Cc2ccccc2Cl)c1=O | i | i
COC(CNC(=O)c1cccc(-n2c(=S)[nH]c3cc(Cl)ccc3c2=O)c1)OC | i | i
O=C1N(Cc2cccc(Cl)c2)C[C@@H]2C[C@@H](c3ccccn3)N3CCC[C@@]123 | i | i
COc1cccc(N2CCN(C3CC(=O)N(c4ccc(C)c(Cl)c4)C3=O)CC2)c1 (configuration not stated) | i | i
Cc1ccc(-c2noc(CCCOc3ccc(Cl)cc3Cl)n2)cc1 | i | -7.26*
Cc1nnc(SCc2ccccc2Cl)n(N)c1=O | i | i
NC(=O)c1ccsc1NC(=O)COC(=O)c1ccc(Cl)nc1 | i | i
O=c1c2ccccc2c(/C=N/c2nnc(Cc3ccccc3)s2)c(O)n1-c1ccc(Cl)cn1 | i | i
O=C1CSC(=Nc2ccc(Cl)cc2)N1Cc1ccco1 | i | i
Clc1ccc(CN2CCN(c3ccccc3)CC2)cn1 | i | i

Outcome played no part in choosing rows; 1.9% or so of the library scored in one or more.
